LDHA inh: blocks human lactate dehydrogenase A | P00338 | 480,000 tested, 0.15% active | activity change, % (values are at about 110 or 230 µM) | purified LDHA, NADH/diaphorase-resazurin fluorescence; hits give low values; in the data active = activity change below about -30%;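 also: plate controls were DMSO wells for no effect and wells without enzyme for full effect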
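LDH5 2 nM; NADH 0.06 mM, pyruvate 0.2 mM; 200 mM Tris pH 7.4, EDTA, Tween-20; 5 min RT. Detection: diaphorase 0.133 mg/mL + resazurin 37 µM, fluorescence ex540/em590 at 0 and 20 min; normalized to enzyme-free and DMSO wells.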
* = called active by the depositor. Not all compounds are listed; the hit share may differ from the screen's.

Molecule | LDHA inh
Cc1cc(C)n(-c2nc3cc(Cl)ccc3nc2NCc2ccncc2)n1 | 10.5
O=C(NCC(=O)N1CCSCC1)C1CCCN(S(=O)(=O)c2ccc(Cl)cc2)C1 (centres undefined) | -12.1
Cc1ccccc1C(=O)N1CCC[C@H]1C(=O)N1CCC[C@H]1C(=O)NCc1ccccn1 | -4.3
COC(=O)C1=C(c2ccccc2)c2ccccc2S(=O)(=O)N1CC(=O)Nc1cc(Cl)ccc1C | 4.2
CC(C)CCNC(=S)Nc1ccc(SC(F)F)cc1 | 2.6
COCCNC(=O)N1CC=C(c2ccc(F)cc2)CC1 | 2.1
COc1ncccc1CNC(=O)c1ccc2c(c1)CCC(=O)N2 | -2.3
CCCNc1nc2ccccc2nc1C(=O)Nc1ccc(Cl)cc1 | -0.2
COc1ccc(-c2nc3ccccc3o2)cc1NC(=O)CC(C)C | 3.4
COCC(=O)N1CCC2(CC1)OCCN2S(=O)(=O)c1c(C)cc(C)cc1C | -10.2
Cc1ccc(-c2nc(C#N)c(N3CCOCC3)o2)cc1 | -0.8
CN(C)c1ccc(C(=O)OCn2nnc3ccccc3c2=O)cc1 | 14.4
CCc1nnc(NC(=O)Nc2cccc(Cl)c2)s1 | -5.6
CCc1ccc(C(=O)CSc2n[nH]c(C(C)C)n2)cc1 | 5.4
COC(=O)Cc1c(C)c2ccc(O)cc2oc1=O | -30.5*
O=C(CCn1nc(-c2ccccc2)c2ccccc2c1=O)Nc1cccc(Br)c1 | -1.9
Cc1occc1-c1nnc(SCC(=O)NC(C)C)o1 | 0.7
CCCCCCCCCCOC(=O)Nc1ccc(C)cc1 | -0.4
CN(Cc1ccccc1)C1CCN(Cc2ccccc2F)CC1 | -1.1
COc1cc(/C=C2/NC(=O)NC2=O)cc(Cl)c1OCc1ccc(C(=O)O)cc1 | -14.7
C#Cc1cccc(NC(=O)c2ccc(OCC=C)cc2)c1 | -4.8
CCn1nc(C(=O)OCC(=O)Nc2nc(-c3ccc(C)c(C)c3)cs2)c2ccccc2c1=O | -5.4
COc1ccc(Cl)cc1NC(=O)c1cccc(-c2ccc(S(=O)(=O)N3CCCC3)cc2)c1 | -5.0
COc1ccc(C2=NS(=O)(=O)N(C)C(C(=O)N3CCN(C)CC3)=C2)cc1OC | -0.4
Cc1occc1-c1nnc(SCC(=O)NC(C)c2ccc3c(c2)OCCO3)n1-c1ccccc1 (centres undefined) | 13.4
CC(NC(=O)CNC(=O)OC(C)(C)C)c1ccccc1 (centres undefined) | 2.9
COc1ccc2c(C)c(CC(=O)Nc3cccc(C(C)=O)c3)c(=O)oc2c1C | 1.5
CN(CCC#N)S(=O)(=O)c1ccc(Cl)cc1F | 5.2
COc1ccc(NC(=O)CSCc2ccc(Br)cc2)c(OC)c1 | 2.4
CC1CC(=O)Nc2ccccc2N1C(=O)Cn1cnc2c(Cl)cc(Cl)cc2c1=O (centres undefined) | -21.9
CCCCSc1nc2c(c(=O)n(C)c(=O)n2C)n1Cc1ccc(Cl)cc1 | -1.8
Cc1cnc(NC(=O)CCNC(=O)c2ccsc2)s1 | -1.0
O=C(NCCO)c1cc2ccccc2[nH]1 | -1.0
Cc1ccsc1C(=O)OCC(=O)OC1CC(C)CCC1C(C)C (centres undefined) | -21.0
Nc1nccnc1C(=O)NCc1cccc(C(F)(F)F)c1 | -1.7
O=C(Nc1ccccc1)c1oc2ccccc2c1NC(=O)c1nn(-c2cccc(Cl)c2)ccc1=O | 3.3
Cc1ccc(C)n1-c1c(C(=O)NCCN2CCOCC2)sc2ncccc12 | -2.6
COc1ccc(C(=O)/C(C#N)=C\c2cc(Br)ccc2OC)cc1 | 1.3
Cc1ccc2c(Cl)c(C(=O)NC(C)c3ccncc3)sc2c1 (centres undefined) | -2.0
CC(=O)N1CCN(C(=O)CCc2c(C)c3ccc(O)cc3oc2=O)CC1 | -5.3
CCCNC(=O)c1ccc2nc(-c3ccc(C)cc3)cc(OCC)c2c1 | 7.5
Cc1ccccc1NC1(c2nnnn2-c2ccccc2)CCCCC1 | 0.4
O=C(/C(=C\c1ccccc1Cl)c1nc2ccccc2o1)c1ccccc1 | 7.3
O=C(CCC1CCCCC1)NCCC12CC3CC(CC(C3)C1)C2 | -0.6
CCNC(=O)NC(=O)C(C)Sc1nnc(-c2cccc(C)c2)n1C (centres undefined) | 6.7
CCOC(=O)COc1ccc2c(=O)c(-c3ccc(Br)cc3)c(C(F)(F)F)oc2c1 | 1.2
CCOc1ccccc1OCCN | 2.0
COc1ccc(C(=O)NCCc2c[nH]c3ccccc23)c(F)c1 | -4.0
Cc1ccc(NC(=O)c2cncn2-c2ccc(F)cc2)cc1S(N)(=O)=O | -13.1
Cc1cccc(NC(=O)COc2ncnc3ccccc23)c1 | 5.6
CCc1cccc(NC(=O)NCC(O)c2ccc(F)c(F)c2)c1 (centres undefined) | -10.3
CCN1CCN(c2oc(/C=C/c3cccc(OC)c3)nc2C#N)CC1 | 0.0
CC(NC(=O)C1CCN(C(=O)c2cccc3ccccc23)CC1)c1ccccc1 (centres undefined) | 7.3
COc1ccc(C(CNC(=O)c2nn(Cc3ccccc3)c(=O)c3ccccc23)N2CCCC2)cc1 (centres undefined) | -1.0
CC(NC(=O)CSc1ccc2c(c1)OCCCO2)c1ccc2ccccc2c1 (centres undefined) | -4.8
Cc1ccc(NC(=O)c2cnc3ccccc3n2)nc1 | -5.3
CCCc1c(C(=O)OCC)[nH]c2c1C(=O)CC(c1ccc(OCC)cc1)C2 (centres undefined) | -5.4
Oc1ccc(C2(c3cccc(Cl)c3)CCCC2)cc1 | 0.7
CCCN1CCC2(CC1)Oc1c(OC)cccc1C1CC(c3ccc4c(c3)OCO4)=NN12 (centres undefined) | -3.2
O=[N+]([O-])c1ccc(/C=N/Nc2ccc(S(=O)(=O)Nc3cccc(Cl)c3)cc2[N+](=O)[O-])cc1 | 0.1

(further entries)
Molecule | LDHA inh
CC1CCCN(c2ccc3ncccc3c2[N+](=O)[O-])C1 (centres undefined) | -0.5
CC(C(=O)Nc1ccccc1C#N)N(C)Cc1ccccc1N1CCCCC1 (centres undefined) | -1.7
CCOC(=O)COc1ccc2c(=O)c(Oc3ccc(C(=O)OCC)cc3)c(C)oc2c1 | -0.9
C=CCNC(=O)NC(=O)CN(C)CCCOc1ccccc1 | 9.6
CN(CC(=O)Nc1ccccc1Cl)C(=O)COC(=O)COc1ccc2oc3c(c2c1)CCCC3 | 3.3
O=C(CCc1ccccc1)N(Cc1ccco1)C1CC1 | -23.3
CC(C)n1nc(C(=O)NCC(C)(C)N2CCCCC2)c2ccccc2c1=O | 0.7
CCCCNC(=O)C[C@@H]1C[C@@]2(C(=O)OCC)CCCC=C2N(Cc2ccco2)C1=O | 2.1
CCCCN(C)Cc1c(C)[nH]c2c(C)c(C)ccc2c1=O | 3.4
CCc1ccc2oc(C(=O)Nc3ccc(NC(C)=O)cc3)cc(=O)c2c1 | 4.1
CCCc1nnc(NC(=O)c2cc(-c3ccc(OC)cc3)on2)s1 | -2.0
Cc1cc2oc(C(=O)N(Cc3ccc(C(C)C)cc3)C3CCS(=O)(=O)C3)cc(=O)c2cc1Cl (centres undefined) | -1.3
CCCNC(=O)NC(=O)CSc1cc(C)c2cccc(C)c2n1 | 5.9
COc1ccc(C)cc1NC(=O)c1sc(COc2ccc(C)cc2)nc1C | -11.0
CCOCCn1c(=O)c2c(nc(-n3nc(C)c(C)c3C)n2C(C)C)n(C)c1=O | 9.0
Nc1ccc(C(c2ccccc2)(c2ccccc2)c2ccc(N)cc2)cc1 | 0.9
CCc1nnc(NC(=O)CCc2ccc(-c3ccc(C)c(C)c3)o2)s1 | -18.8
COCc1cccc(C(=O)NCc2ccc(C#N)cc2)c1 | 5.0
O=C(NCC(F)(F)F)C1CCN(Cc2ccccc2)CC1 | 3.6
COc1cccc(C(Nc2ncc(C(F)(F)F)cc2Cl)c2nccn2C)c1 (centres undefined) | 16.6
CC(C)CC(C)N(C)C(=O)CCc1c[nH]c2ccccc12 (centres undefined) | 1.6
NNCCc1ccccc1F | -1.3
CCCNC(=O)CNC(=O)c1nn(C)c(=O)c2ccccc12 | 1.3
Cc1ccc(C(=O)N2CC(C)CC(C)C2)cc1 (centres undefined) | 6.6
CC(C)CN(C(=O)c1cc2c(s1)CCCCC2)c1c(N)n(CC(C)C)c(=O)[nH]c1=O | -11.4
O=[S+]([O-])(c1ccc2c(c1)OCCO2)N1CCN([S+](=O)([O-])c2cc(Cl)ccc2F)CC1 | -0.2
CCc1c(C)nc2c(Br)cccc2c1Cl | -1.9
CCCOc1ccc(/C=C(/C#N)c2nc3ccccc3[nH]2)cc1 | 0.2
Cc1cc(-n2cccc2)ccc1Br | 7.2
COc1cc(CN(C)C(=O)Cn2c(=O)c3c(ncn3C)n(C)c2=O)ccc1OC(F)F | -9.7
Cc1cc(-c2ccc(NC(=O)CC#N)c(C)c2)ccc1NC(=O)CC#N | 5.6
COc1cccc(C(=O)N2CCC[C@H]2C(=O)N2CCC[C@H]2C(=O)NCc2ccccn2)c1 | 1.3
CCCOc1cccc(C(=O)Nc2ccc(OCCC)c3ncccc23)c1 | 5.5
N#CCC(=O)NCC1CCCO1 (centres undefined) | -19.9
Cc1[nH]c2ccccc2c1C(=O)COc1ccc(C(N)=O)cc1 | -9.4
Cc1ccc(NC(=O)Nc2nnc(-c3ccccc3)s2)cc1C | 2.4
CCC(C)Nc1oc(-c2ccc(S(=O)(=O)N3CCc4ccccc4C3)cc2)nc1C#N (centres undefined) | 11.6
N#C/C(=C\c1c2ccccc2cc2ccccc12)c1ccc([N+](=O)[O-])cc1 | 4.3
Cc1[nH]c2ccccc2c1C1c2ccccc2C(=O)N1CC(=O)N1CCN(C=O)CC1 (centres undefined) | 1.9
O=S1(=O)N=C(Oc2cccc(Br)c2)c2ccccc21 | -12.4
CCN(CC(=O)NC)S(=O)(=O)N1CCCC(C)C1 (centres undefined) | -1.8
N#C/C(=C/c1ccc(OCc2ccccc2C#N)cc1)c1cccc(F)c1 | 3.3
Cc1ccc2nc(-c3ccc(C)s3)cc(C(=O)NCc3ccccn3)c2c1 | 10.9
CCCNC(=O)CSc1nnc(N2CCCCC2)n1-c1ccc(C)cc1 | -7.3
Cc1sc(N)c(C#N)c1-c1ccccc1 | 8.5
Cc1cc(NC(=O)c2ccc([N+](=O)[O-])o2)cc(-c2nc3ccccc3o2)c1O | 11.3
CSc1cccc(N=Cc2ccc(-c3ccccc3Cl)o2)c1 | 23.8
CCOC(=O)c1c(C)[nH]c(C(=O)OC)c1C | 9.2
CC(Oc1ccccc1C(C)C)C(=O)N1CCN(c2ncccn2)CC1 (centres undefined) | 4.4
CC(C)C(=O)Nc1ccc(NC(=O)CC(C)(C(=O)O)c2ccccc2)cc1 (centres undefined) | -4.4
S=C(NCCC(c1ccccc1)c1ccccc1)Nc1ccc(Cl)c(Cl)c1 | -6.6
Cc1c(Cl)cccc1NC(=O)Cn1cnc2c1c(=O)n(C)c(=O)n2C | 5.1
CCOC(=O)c1cnc(SCc2nc(-c3cccc(Cl)c3)oc2C)nc1N | 1.1
CC(C)(C)NC(=O)C(c1ccncc1)n1c(=O)c(-c2cc3ccccc3[nH]2)nc2ccccc21 (centres undefined) | 1.9
O=C(/C=C/c1ccccc1Br)c1ccc(O)cc1 | -0.4
CC(=O)c1ccc(CN2CCCCC2)c(OC(C)C)c1 | 2.6
CCOC(=O)COc1ccc2c(=O)c(Oc3ccccc3Br)c(C)oc2c1 | 5.1
CSc1ccc(NC(=O)/C=C/c2cccs2)cc1 | -3.1
CCCC(C)NC(=O)N1CCN(C(=O)Cc2c[nH]c3ccccc23)CC1 (centres undefined) | -1.8
Cc1ccc(NS(=O)(=O)c2ccc(-c3cnc(C)o3)cc2)c(Cl)c1 | -7.9

4 entries from above, with each value named:
> Cc1[nH]c2ccccc2c1C1c2ccccc2C(=O)N1CC(=O)N1CCN(C=O)CC1 (centres undefined)
  LDHA inh: 1.9
> O=S1(=O)N=C(Oc2cccc(Br)c2)c2ccccc21
  LDHA inh: -12.4
> CCN(CC(=O)NC)S(=O)(=O)N1CCCC(C)C1 (centres undefined)
  LDHA inh: -1.8
> N#C/C(=C/c1ccc(OCc2ccccc2C#N)cc1)c1cccc(F)c1
  LDHA inh: 3.3

(next part)
Molecule | LDHA inh
CCC(c1nnnn1-c1ccc2c(c1)OCCO2)N1CCN(c2cccc(C)c2C)CC1 (centres undefined) | -8.3
CC(C)(C)NC(=O)C1CCN(c2oc(-c3ccco3)nc2C#N)CC1 | 6.0
Cc1cc(N2CCN(c3ccccc3)CC2)n2nc(-c3ccco3)nc2n1 | 2.7
COc1cccc2cc(-c3csc(Nc4ccc(O)cc4)n3)c(=O)oc12 | -0.8
Cc1ccc(CNC(=O)c2ccc(Nc3cc(-c4ccc(F)cc4)ncn3)cc2)o1 | -8.0
Cc1ccccc1OCc1nc(-c2ccccc2OCC(=O)N2CCC(C)CC2)no1 | 12.1
O=C(O)CCCOc1ccc(Br)cc1 | 6.5
COc1ccccc1Oc1ccc(N/C=C/C(=O)c2ccc(Cl)cc2)cc1 | 5.4
CC(C)c1ccc(-c2csc(Nc3ccc(C(=O)O)c(O)c3)n2)cc1 | 0.9
CCCCC12CN3CC(C)(CN(C1)C(=O)c1ccccc1C3=O)C2=O | -0.8
COc1ccccc1NC(=O)Nc1nc(CC(=O)NCCC(C)C)cs1 | 4.6
CCc1c(C)sc(NC(=O)CCCCl)c1C#N | 3.5
CCCCCn1nc(C(=O)Nc2ccc(F)cc2)c2ccccc2c1=O | -3.5
CC1(C)Cc2c(ccc3ccccc23)C(CCl)N1 (centres undefined) | 12.6
COc1ccccc1-n1cnnc1SCC(=O)NC(C)c1ccc(-c2ccccc2)cc1 (centres undefined) | 3.4
CCCOc1ccc(C(C)NC(=O)c2snnc2CC)cc1OC (centres undefined) | 2.4
O=C1CCc2cc(S(=O)(=O)Nc3cccc(Br)c3)ccc2N1 | -1.4
